NPC1 promoter act: activates the NPC1 promoter; AID 485313; Huh7 NPC1 promoter luciferase reporter, 24 h; 320,000 compounds, 2.4% hits; Potency, µM (titrated, usually from 9.22 µM), for inactives: at the top dose activation, actives largely listed as activators;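 further: % of control where 0% means no effect; nearly all actives have a fitted effect of over 60% in size; reporter is driven by a mutant NPC1 promoter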
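Stably transfected Huh7 (NPC1 promoter→luciferase), 1500 cells/well in Opti-MEM + 10% FBS, 2 h settle, then compound 24 h at 37 °C. Luminescence after 10 min with Amplite reagent.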
Gal4-VP16 FLuc: inhibits Gal4-VP16 luciferase reporter, ROR gamma counter-screen; Drosophila S2 Gal4-VP16 UAS-luciferase, luminescence, 20 h; Potency, µM (titrated, usually from 53.6 µM), for inactives: top-dose activity, negative = inhibition, most hits filed as inhibitors; 310,000 compounds, 3.5% hits;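 further: Gal4-VP16 expression switched on by copper sulfate through the metallothionein promoter; on the % scale 0 is the no-effect control and ±100 the full control effect; nearly all actives have a fitted effect of over 50% in size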
Rab9 prom act: Rab9 promoter activation; Huh7 Rab9 promoter-luciferase reporter, luminescence, 24 h; Potency, µM (top dose mostly 9.22 µM), without a hit: top-dose activation, negative = inhibition, hits mostly activators; 320,000 compounds, 2.8% hits; further: % of control where 0% means no effect; nearly all actives have a fitted effect of over 60% in size
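Rab9 promoter-driven luciferase in stably transfected Huh7 cells; 1500 cells/well rested 2 h, exposed to compound in DMSO for 24 h at 37 °C, 5% CO2. Luminescence read 10 min after adding luciferase reagent at ambient temperature.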
MBNL1 CUG block: inhibitors of human MBNL1 binding to CUG repeat RNA | Potency, µM (series often up to 57.5 µM), inactives show at the top dose activity change, negative = inhibition, usual class: inhibitors | TR-FRET MBNL1-His/biotin-(CUG)12 binding, 665/545 ratio | Q9NR56 | 280,000 compounds, 0.036% hits; active means well fitted inhibition curve with a large enough effect in the signal ratio, with a control signal flat, not every such curve was filed as active; inconclusive means small, poorly fitted or top-dose-only effect, or effect the other way, or a change in a side signal; inactive means no such curve, though single readings can be large or run the other way; the % refers to the signal ratio; further: on the % scale 0 is the no-effect control and ±100 the full control effect
Target sequence (Q9NR56 whole entry, looked up): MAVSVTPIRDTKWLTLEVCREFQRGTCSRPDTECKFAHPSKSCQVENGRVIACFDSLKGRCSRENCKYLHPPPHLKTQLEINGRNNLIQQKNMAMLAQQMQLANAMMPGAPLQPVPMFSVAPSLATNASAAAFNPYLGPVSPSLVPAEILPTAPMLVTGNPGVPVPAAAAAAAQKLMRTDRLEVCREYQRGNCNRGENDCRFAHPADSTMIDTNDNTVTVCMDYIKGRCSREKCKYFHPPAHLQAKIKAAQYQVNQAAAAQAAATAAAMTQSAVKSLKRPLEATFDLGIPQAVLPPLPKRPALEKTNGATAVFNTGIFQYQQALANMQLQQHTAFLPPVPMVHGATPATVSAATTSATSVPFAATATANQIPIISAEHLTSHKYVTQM
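Inhibition of protein-RNA binding appears as loss of TR-FRET between terbium anti-His antibody on MBNL1-His and streptavidin-XL665 on biotin-(CUG)12. Activity is normalized to buffer-only and uninhibited-complex controls.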
BRCA1 expr act: BRCA1 expression activation. 380,000 compounds, 1.1% hits. MCF7-BRCA1-FFLuc reporter, luminescence, 48 h; response scale: scaled: vehicle 0%, 10 µM genistein 100%. AID 624202. Potency, µM (highest dose often 46.1 µM), without a hit: top-dose activation, actives largely listed as activators; further: nearly all actives have a fitted effect of over 80% in size; some results filed as inactive show a strong effect at the top dose
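MCF7 cells carrying a BRCA1-firefly luciferase reporter (2000 cells/well, phenol-red free MEM) were attached for 2 h at 37 °C, then given compounds for 48 h. Luminescence was read 15 min after luciferase reagent; activity normalized to genistein (10 microM) and DMSO.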
FLuc modulator: firefly luciferase modulation, counter-screen for miR-21 project; Potency, µM (series often up to 57.5 µM), inactives show top-dose activity change, negative = inhibition, actives largely listed as inhibitors; AID 588342; purified FLuc, Km substrates, luminescence inhibition; P08659; 360,000 compounds, 6.9% hits;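 further: plate controls were vehicle for no effect and reference inhibitor for full effect; nearly all actives have a fitted effect of over 55% in size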
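Biochemical qHTS of compounds, final roughly 60 µM downward over six points, against 10 nM purified firefly luciferase using Km concentrations of substrates (10 uM D-luciferin, 10 uM ATP) in Tris acetate pH 7.5 buffer; luminescence output.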
uPA surface inh: inhibitors of cell surface uPA generation; cell surface uPA generation assay, qHTS; Potency, µM (doses to about 38.3 µM), for inactives: top-dose activity change, negative = inhibition, most hits filed as inhibitors; 330,000 compounds, 0.31% hits; active means well fitted inhibition curve with a large enough effect; inconclusive means small, poorly fitted or top-dose-only effect; inactive means no such curve, though single readings can be large or run the other way; tested in mouse RAW 264.7 cells; further: on the % scale 0 is the no-effect control and ±100 the full control effect; nearly all actives have a fitted effect of over 55% in size
RORgamma inh: ROR gamma (mouse) transcription inhibition. 310,000 compounds, 5.4% hits. Potency, µM (highest dose often 53.6 µM), for the others: at the top dose activity change, negative = inhibition, usual class: inhibitors. Drosophila S2 Gal4-RORgamma UAS-luciferase reporter, 20 h. P51450. AID 2551; further: on the % scale 0 is the no-effect control and ±100 the full control effect; nearly all actives have a fitted effect of over 60% in size
Target sequence (P51450 whole entry, looked up, the tested form may be a part): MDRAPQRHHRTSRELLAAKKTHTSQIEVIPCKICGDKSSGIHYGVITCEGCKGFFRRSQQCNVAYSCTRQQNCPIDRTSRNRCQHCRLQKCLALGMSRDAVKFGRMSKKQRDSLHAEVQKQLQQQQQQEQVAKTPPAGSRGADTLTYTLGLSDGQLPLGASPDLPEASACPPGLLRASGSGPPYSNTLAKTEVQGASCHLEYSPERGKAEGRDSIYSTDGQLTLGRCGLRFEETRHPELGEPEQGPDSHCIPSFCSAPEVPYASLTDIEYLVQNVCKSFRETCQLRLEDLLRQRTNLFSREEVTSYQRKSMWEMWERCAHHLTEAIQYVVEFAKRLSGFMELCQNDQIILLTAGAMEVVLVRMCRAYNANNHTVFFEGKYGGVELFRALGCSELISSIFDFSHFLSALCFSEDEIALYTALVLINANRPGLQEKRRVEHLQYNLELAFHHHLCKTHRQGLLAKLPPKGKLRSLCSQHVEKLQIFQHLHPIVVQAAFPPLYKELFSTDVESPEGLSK
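ROR gamma transcriptional activity was tracked as Gal4-UAS luciferase output in stably transfected Drosophila Schneider cells, with compound added 1 hr before 700 uM copper sulfate induction and a 20 hr ambient-temperature incubation.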
ELG1 genotox: inducers of genotoxicity in HEK293T ELG1-luciferase cells; Potency, µM (top dose mostly 46 µM), for inactives: top-dose activity change, positive = activation, usual class: activators; 330,000 compounds, 1.3% hits; HEK293T ELG1-luciferase reporter, luminescence, 16 h; further: % of control where 0% means no effect; nearly all actives have a fitted effect of over 60% in size
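Genotoxicity was scored as increased ELG1-luciferase reporter signal, measured by ONE-Glo luminescence (30 min, room temperature). Compound or vehicle exposure of the HEK293T reporter cells lasted 16 hr at 37°C.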
p53 reactivation: restores transcriptional activity of mutant p53; 320,000 compounds, 0.063% hits; Potency, µM (highest dose often 92.2 µM), inactives show at the highest dose activity change, positive = activation, most hits filed as activators; H1299 p53-A138V BP100-luciferase reporter, luminescence, 24 h; further: % of control where 0% means no effect; nearly all actives have a fitted effect of over 45% in size
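H1299 (p53-null), stable ts p53-A138V + BP100-Luc; 1000 cells/well, Opti-MEM/10% FBS; cpd 4 pt, 1:5; 24 h, 37 deg C, 5% CO2; detection reagent 10 min RT; luminescence.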
* hit, by the source's call; [ ] = another dose, or the depositor's remark. Unless noted, the call rests on the fitted dose curve; in most records, active means well fitted curve in the direction sought with a large enough effect; inconclusive means small, poorly fitted or top-dose-only effect, or another doubt; inactive means no such curve, though single readings can be large; an effect the other way counts as inactive or inconclusive. Potency means the concentration at half of the fitted maximal effect.

Preview:
CC(=O)N1CCN(c2ccc(NC(=O)c3ccc(C)cc3)cc2)CC1 was read as NPC1 promoter act 2%, Gal4-VP16 FLuc 3%, Rab9 prom act 17%, MBNL1 CUG block 13%, BRCA1 expr act 2%, FLuc modulator -12%, uPA surface inh 2%, RORgamma inh -1%, ELG1 genotox 3% and p53 reactivation -3%.
`O=C1CN(C(=O)COc2ccc(Br)cc2)c2ccccc2N1` gave NPC1 promoter act -6%, Gal4-VP16 FLuc -11%, Rab9 prom act -4%, MBNL1 CUG block 4%, BRCA1 expr act 1%, FLuc modulator -2%, uPA surface inh 1%, RORgamma inh 15%, ELG1 genotox -1% and p53 reactivation -4%.

The list itself, previewed entries included:
CC(=O)N1CCN(c2ccc(NC(=O)c3ccc(C)cc3)cc2)CC1 was read as NPC1 promoter act 2%, Gal4-VP16 FLuc 3%, Rab9 prom act 17%, MBNL1 CUG block 13%, BRCA1 expr act 2%, FLuc modulator -12%, uPA surface inh 2%, RORgamma inh -1%, ELG1 genotox 3% and p53 reactivation -3%.
`O=C1CN(C(=O)COc2ccc(Br)cc2)c2ccccc2N1` gave NPC1 promoter act -6%, Gal4-VP16 FLuc -11%, Rab9 prom act -4%, MBNL1 CUG block 4%, BRCA1 expr act 1%, FLuc modulator -2%, uPA surface inh 1%, RORgamma inh 15%, ELG1 genotox -1% and p53 reactivation -4%.
For NS(=O)(=O)c1ccc(N2N=C(c3ccccc3)CC2c2cccc(Cl)c2)cc1 (stereo not given) the results were BRCA1 expr act -39%, uPA surface inh -6%, ELG1 genotox -6% and p53 reactivation -3%.
Screening Oc1cc(Cc2ccccc2)cnc1CN1CCCCC1 returned NPC1 promoter act -2%, Gal4-VP16 FLuc 8%, Rab9 prom act 8%, MBNL1 CUG block -2%, BRCA1 expr act 27%, FLuc modulator -7%, uPA surface inh 2%, RORgamma inh -5%, ELG1 genotox 0% and p53 reactivation 30%.
CCc1nnc(NC(=O)CSc2nc3c(cc2C#N)CCC3)s1 was read as NPC1 promoter act 2.8µM*, Gal4-VP16 FLuc 11%, Rab9 prom act 2.2µM*, MBNL1 CUG block 4%, BRCA1 expr act inconclusive, FLuc modulator 0.85µM*, uPA surface inh -8%, RORgamma inh 16%, ELG1 genotox inconclusive and p53 reactivation inconclusive.
Cc1cc(C)c(NC(=O)CSc2ccc(-c3cccnc3)nn2)c(C)c1 was read as NPC1 promoter act 0%, Gal4-VP16 FLuc -7%, Rab9 prom act -1%, MBNL1 CUG block -1%, BRCA1 expr act 4%, FLuc modulator -6%, uPA surface inh 1%, RORgamma inh inconclusive, ELG1 genotox 0% and p53 reactivation -2%.
CSc1ccc(S(=O)(=O)NCCOc2ccccc2C)cc1 was read as NPC1 promoter act -1%, Gal4-VP16 FLuc inconclusive, Rab9 prom act -8%, MBNL1 CUG block -12%, BRCA1 expr act 1%, FLuc modulator 1%, uPA surface inh -5%, RORgamma inh -15%, ELG1 genotox 0% and p53 reactivation -6%.
Screening Cc1c(O)nc2sc3ccccc3n2c1=O returned NPC1 promoter act 0%, Gal4-VP16 FLuc -3%, Rab9 prom act 0%, MBNL1 CUG block -6%, FLuc modulator -5%, RORgamma inh -22%, ELG1 genotox -2% and p53 reactivation -1%.
`N#CCCN(C(=O)COC(=O)C1=NNC(=O)CC1)c1ccccc1` gave NPC1 promoter act -2%, Rab9 prom act 1%, BRCA1 expr act 3%, FLuc modulator -1%, uPA surface inh 0%, ELG1 genotox 1% and p53 reactivation -4%.
Screening Cc1cccc(NC(=O)N2CCCC2C(=O)Nc2ccccc2)c1 (stereo not given) returned NPC1 promoter act -1%, Gal4-VP16 FLuc -11%, Rab9 prom act -6%, MBNL1 CUG block 6%, BRCA1 expr act -7%, FLuc modulator -1%, uPA surface inh -4%, RORgamma inh -14%, ELG1 genotox 0% and p53 reactivation 0%.
`CC(C)N1CC2(c3ccccc3)CN(C(C)C)CC(c3ccccc3)(C1)C2=O` gave NPC1 promoter act 0%, Gal4-VP16 FLuc -2%, Rab9 prom act 0%, MBNL1 CUG block -2%, BRCA1 expr act 0%, FLuc modulator 0%, uPA surface inh 2%, RORgamma inh 18%, ELG1 genotox -1% and p53 reactivation -5%.
For O=C(NC1CCCCCC1)c1cc(S(=O)(=O)N2CCOCC2)ccc1F the results were NPC1 promoter act -5%, Gal4-VP16 FLuc 24%, Rab9 prom act 8%, MBNL1 CUG block 2%, BRCA1 expr act 16%, FLuc modulator 8%, uPA surface inh 2%, RORgamma inh 31%, ELG1 genotox 0% and p53 reactivation 20%.
Screening CC(=O)OC(C(=O)NC1CCCCC1)c1ccc(Cl)cc1 (stereo not given) returned NPC1 promoter act -1%, Gal4-VP16 FLuc 25%, Rab9 prom act -3%, MBNL1 CUG block -7%, BRCA1 expr act -25%, FLuc modulator 1%, uPA surface inh -1%, RORgamma inh -10%, ELG1 genotox -3% and p53 reactivation -2%.
O=C(COC(=O)c1ccc(-n2cnnn2)cc1)c1ccc(Br)cc1 was read as NPC1 promoter act 27%, Rab9 prom act inconclusive, BRCA1 expr act inconclusive, FLuc modulator -1%, uPA surface inh 0%, ELG1 genotox 6% and p53 reactivation 14%.
For CC(C)(C)n1nc2c(c1NC(=O)c1ccco1)CS(=O)C2 (stereo not given) the results were NPC1 promoter act 1%, Gal4-VP16 FLuc -3%, Rab9 prom act -6%, MBNL1 CUG block 11%, BRCA1 expr act 13%, FLuc modulator 0%, uPA surface inh 6%, RORgamma inh 2%, ELG1 genotox 1% and p53 reactivation -8%.
For N=C1S/C(=C\c2ccco2)C(=O)N1c1nccs1 the results were NPC1 promoter act inconclusive, Gal4-VP16 FLuc 0.22µM*, Rab9 prom act inconclusive, MBNL1 CUG block inconclusive, BRCA1 expr act -11%, FLuc modulator 11µM*, uPA surface inh 7.9µM*, RORgamma inh 0.018µM*, ELG1 genotox inconclusive and p53 reactivation 3%.
For C=CCNC(=S)/N=c1/ccccn1C the results were NPC1 promoter act -3%, Gal4-VP16 FLuc -3%, Rab9 prom act 7%, MBNL1 CUG block -5%, BRCA1 expr act -2%, FLuc modulator 0%, uPA surface inh 4%, RORgamma inh -14%, ELG1 genotox 0% and p53 reactivation 1%.
Screening CC(=O)c1c(C)nc2ccccc2c1N returned NPC1 promoter act 1%, Gal4-VP16 FLuc 13%, Rab9 prom act 0%, MBNL1 CUG block -6%, BRCA1 expr act 9%, FLuc modulator 3%[2.3 µM], uPA surface inh -2%, RORgamma inh 0%, ELG1 genotox -3% and p53 reactivation -4%.
Screening CCOCCCN(C)C1CCN(C(=O)c2oc3ccccc3c2NC(=O)Cc2ccc(F)cc2)CC1 returned NPC1 promoter act -1%, Gal4-VP16 FLuc 5%, Rab9 prom act -4%, MBNL1 CUG block 1%, BRCA1 expr act 2%, FLuc modulator -2%, uPA surface inh -4%, RORgamma inh -2%, ELG1 genotox -1% and p53 reactivation 4%.
Screening CCc1ccc(C2C(C#N)=C(N)Oc3cc(N)ccc32)cc1 (stereo not given) returned NPC1 promoter act 0%, Gal4-VP16 FLuc 0%, Rab9 prom act -3%, MBNL1 CUG block 21%, BRCA1 expr act -13%, FLuc modulator 0%, uPA surface inh 1%, RORgamma inh 3%, ELG1 genotox -2% and p53 reactivation 25%.
For Cc1ccc2c(c1)C(=O)C(=O)N2Cc1ccc(Cl)cc1 the results were BRCA1 expr act -29%, uPA surface inh inconclusive, ELG1 genotox 9% and p53 reactivation 9%.
For CCCN(CCC)c1nc(N)nc(-c2cc(Cl)ccc2OC)n1 the results were NPC1 promoter act 17%, Gal4-VP16 FLuc -11%, Rab9 prom act -1%, MBNL1 CUG block -6%, BRCA1 expr act -31%, FLuc modulator -1%, uPA surface inh 7%, RORgamma inh 16µM*, ELG1 genotox 0% and p53 reactivation -1%.
Screening O=C(CC1SC(=Nc2ccc3c(c2)OCCO3)NC1=O)Nc1ccc(F)cc1F (stereo not given) returned NPC1 promoter act 0%, Gal4-VP16 FLuc 6%, Rab9 prom act -3%, BRCA1 expr act -31%, FLuc modulator -12%, uPA surface inh 3%, RORgamma inh 37%, ELG1 genotox -3% and p53 reactivation -4%.
`O=C(Nc1cccc(C(=O)O)c1)/C(=C\c1ccc2c(c1)OCO2)NC(=O)c1ccco1` gave NPC1 promoter act 2%, Gal4-VP16 FLuc -2%, Rab9 prom act 4%, MBNL1 CUG block -11%, BRCA1 expr act 22%, FLuc modulator inconclusive, uPA surface inh 22%, RORgamma inh 10%, ELG1 genotox 8% and p53 reactivation 7%.
Screening CC1(C)COC2(OC1)C(=O)N(CN1CCOCC1)c1ccccc12 returned NPC1 promoter act -1%, Gal4-VP16 FLuc -14%, Rab9 prom act 1%, MBNL1 CUG block 2%, BRCA1 expr act 34%, FLuc modulator -2%, uPA surface inh -1%, RORgamma inh 34%, ELG1 genotox 1% and p53 reactivation 6%.
For CC(C)(Cc1ccccc1)/[N+]([O-])=C\c1ccccc1 the results were NPC1 promoter act 1%, Rab9 prom act 0%, BRCA1 expr act -15%, FLuc modulator -1%, uPA surface inh -9%, ELG1 genotox 2% and p53 reactivation -2%.
Screening CCN(CC)CCN(C(=O)c1ccc(Br)s1)c1nc2cc3c(cc2s1)OCCO3 returned NPC1 promoter act -4%, Gal4-VP16 FLuc -5%, Rab9 prom act 2%, MBNL1 CUG block -12%, BRCA1 expr act 39%, FLuc modulator 1%, uPA surface inh 2%, RORgamma inh 6%, ELG1 genotox 11% and p53 reactivation 10%.
